TRPC6 act: activates the mouse TRPC6 cation channel | Q61143 | HEK293-TRPC6 membrane potential dye fluorescence; active compounds read high | B-score at 10 µM | 310,000 tested, 0.13% active | AID 2550;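 active means B-score of the integrated fluorescence ratio above library mean plus 3 SD, and starting fluorescence ratio within library mean plus 5 SD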;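 further: higher score means more depolarization so channel activation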
RGS4 block: inhibitors of human RGS4 | P49798 | HEK293 M3R/RGS4 inducible, Fluo-4 calcium flux; active compounds read high; triggered by carbachol at its EC20 | B-score at 10 µM | 310,000 tested, 0.45% active;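 active means B-score, a plate-corrected calcium signal, over three deviations above library mean, with baseline fluorescence within five deviations of library mean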;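 further: RGS4 expression induced by doxycycline in cells with stable M3 receptor; B-score is computed from the integrated fluorescence ratio over baseline after carbachol; higher B-score means a larger calcium signal and so more RGS4 inhibition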
Target sequence (P49798 whole entry, looked up): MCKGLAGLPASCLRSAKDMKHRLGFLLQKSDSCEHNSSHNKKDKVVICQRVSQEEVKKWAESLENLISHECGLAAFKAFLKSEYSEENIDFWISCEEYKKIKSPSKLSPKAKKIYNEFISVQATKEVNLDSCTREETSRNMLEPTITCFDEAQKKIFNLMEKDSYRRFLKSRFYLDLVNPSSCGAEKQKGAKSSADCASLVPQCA
ANO1 block: inhibitors of mouse TMEM16A calcium-activated chloride channel | Q8BHY3 | HEK293 TMEM16A/YFP iodide influx fluorescence, ionomycin | normalized B-score (activity score, 25-100; higher = stronger inhibition) at 10 µM | 310,000 tested, 1.2% active | AID 588511;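 active means ratio plate-corrected score three or more library SD toward inhibition, starting fluorescence score within five deviations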;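 further: score derived from kinetic fluorescence span divided by baseline fluorescence per well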
TRPC4 inh: blocks the mouse TRPC4 cation channel | 300,000 tested, 0.39% active | B-score at 10 µM | HEK293 TRPC4beta/mu-opioid, DAMGO-evoked Fluo4 calcium flux; active compounds read low | Q9QUQ5 | AID 2247;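 active means B-score over 3 SD under the library average, no early fluorescence shift, positive overall ratio signal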
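material = TRPC4beta/mu-opioid receptor HEK293 cell line | probe or stimulus = sequential submaximal and maximal DAMGO stimulation | compound dosing = one concentration per compound | measured by = Fluo4 Ca2+ flux fluorescence | evaluation = integrated fluorescence ratio relative to baseline, converted to per-well B score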
MrgX1 antag: antagonists of human MrgX1 receptor. Q96LB2. MRGX1-HEK293 calcium flux, Fluo-4, BAM8-22 antagonism; active compounds read low. B-score at 10 µM. 310,000 tested, 1.3% active. AID 588676;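 active means calcium-response B-score plate-corrected more than 3 library SD below zero, starting fluorescence within 5 deviations, no agonist response on first addition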;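 further: peak minus trough fluorescence over baseline after final BAM8-22 challenge near maximal dose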
Target sequence (Q96LB2 whole entry, looked up): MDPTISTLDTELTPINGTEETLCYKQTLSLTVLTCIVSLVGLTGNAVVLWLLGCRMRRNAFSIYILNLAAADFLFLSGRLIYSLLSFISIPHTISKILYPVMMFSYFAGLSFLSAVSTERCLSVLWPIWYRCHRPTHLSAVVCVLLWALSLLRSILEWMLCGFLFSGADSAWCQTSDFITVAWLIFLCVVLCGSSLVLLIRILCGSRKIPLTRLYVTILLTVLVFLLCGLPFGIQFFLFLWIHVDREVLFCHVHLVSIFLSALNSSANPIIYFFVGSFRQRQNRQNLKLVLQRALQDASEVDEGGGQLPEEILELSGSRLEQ
TRPC6 inhibitor: mouse TRPC6 channel inhibition; HEK293-TRPC6, membrane potential dye, ACh-evoked depolarization; active compounds read low; B-score at 10 µM; 310,000 tested, 1.1% active; AID 2553;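 active means B-score under library mean minus 3 SD, initial fluorescence not abnormally high, positive integrated signal ratio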;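 further: B-score derived from integrated fluorescence ratio over the kinetic read; more negative B-score means stronger inhibition of depolarization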
TRPC4 potent: allosterically enhances the mouse TRPC4 cation channel | AID 2227 | Q9QUQ5 | HEK293 TRPC4beta/mu-opioid, DAMGO EC20, Fluo-4 Ca2+ flux; active compounds read high | B-score at 10 µM | 310,000 tested, 0.42% active;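 active means B-score of calcium response area above 5 SD of library B-scores, with initial fluorescence ratio within 5 SD of library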;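 further: B-score of integrated fluorescence ratio over time as area under calcium response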
TRPC4 act: opens the mouse TRPC4 cation channel. B-score at 10 µM. AID 2237. HEK293 TRPC4beta/mu-opioid, Fluo4 calcium fluorescence; active compounds read high. Q9QUQ5. 310,000 tested, 0.49% active;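 active means B-score above 5 SD of library B-scores, and initial fluorescence ratio not above library mean plus 5 SD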;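 further: positive B-score marks a calcium rise read as TRPC4 activation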
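Test system: HEK293 cells stably co-expressing mouse TRPC4beta and mu-opioid receptor | Schedule: Fluo4 dye loading 45 min at room temperature, 110 s recording | Measured by: Kinetic Fluo4 calcium fluorescence, 5 s baseline at 1 Hz | Evaluation: B score of integrated ratio | Controls: Buffer (low) and maximal DAMGO (high)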
MrgX1 agonist: human MrgX1 receptor agonism, primary screen; 310,000 tested, 0.44% active; B-score at 10 µM; MrgX1-HEK293 cells, Fluo-4 calcium fluorescence, agonist mode; active compounds read high;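 active means calcium response B-score plate-corrected fluorescence ratio at least 3 library SD, with starting fluorescence B-score inside 5 SD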
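Test system: Stable human MrgX1 HEK293 cell line | Schedule: Overnight plating before 1 h dye loading | Read-out basis: Baseline-normalised fluorescence change ratio, B-scored | Detection: Kinetic calcium dye fluorescence, Fluo-4 NW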
MrgX1 PAM: allosterically activates human MrgX1 receptor signaling; Q96LB2; MrgX1-HEK293, Fluo-4 calcium flux, FDSS; active compounds read high; B-score at 10 µM; 310,000 tested, 0.63% active; AID 588675;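 active means plate-corrected calcium response at least 3 library SD above typical, normal starting fluorescence, not activating the receptor alone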;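 further: compound read alongside a low EC10 to EC30 dose of BAM8-22 agonist; peak minus trough fluorescence over baseline measured at the second addition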
ANO1 activ: activators or potentiators of mouse TMEM16A chloride channel; Q8BHY3; HEK293 TMEM16A/YFP-H148Q/I152L, iodide quench fluorescence; active compounds read low; B-score at 10 µM; 340,000 tested, 0.3% active;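 active means fluorescence-ratio B-score plate-corrected deviation score at least 3 library SD below zero, with starting fluorescence score within 5 deviations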;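 further: channel opened by trigger with iodide after compound preincubation; score built on the fluorescence ratio of max minus min over baseline; more negative score means more quench and so TMEM16A activation or potentiation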
* hit, by the source's call; i = inactive; . = no result given.

SMILES	TRPC6 act	RGS4 block	ANO1 block	TRPC4 inh	MrgX1 antag	TRPC6 inhibitor	TRPC4 potent	TRPC4 act	MrgX1 agonist	MrgX1 PAM	ANO1 activ
O=C(c1cc2cc(Cl)ccc2[nH]1)N1CCN(C(=O)c2ccco2)CC1	i	i	i	i	i	i	i	i	i	i	i
CCN(C(=O)COC(=O)CNC(=O)c1ccc(C)c(C)c1)C1CCS(=O)(=O)C1 (stereo not given)	i	i	i	i	i	i	i	i	i	i	i
CS(=O)(=O)c1ccc(-c2nnc(NC(=O)c3ccco3)o2)cc1	i	i	i	i	i	i	i	i	i	i	i
CCCCN1CCN=C1N(C)C	.	.	i	.	i	.	.	.	i	i	i
Cc1ccc(-c2cc(C(=O)NCc3cn(C)nc3C)c3cc(Br)ccc3n2)cc1	i	i	i	i	i	i	i	i	i	i	i
NNC(=O)c1sccc1OCc1ccc(Cl)cc1	i	i	i	i	i	i	i	i	i	i	i
Cc1ccc(C(=O)NNC(=S)NC(=O)c2ccc(Cl)cc2)cc1	i	i	i	i	i	i	i	222*	132*	i	i
O=C(COC(=O)CCCOc1ccc(Cl)cc1Cl)Nc1cccc(Cl)c1	i	i	i	i	i	i	i	i	i	i	i
CN1CCN(C(=O)c2cc(C(C)(C)C)cc(C(C)(C)C)c2)CC1	i	i	i	i	i	i	i	i	i	i	i
O=C(CC1C(=O)NCCN1CCCc1ccccc1)NCCc1ccccc1F (stereo not given)	i	i	i	i	i	i	i	i	i	i	i
Cc1ccc(CCNC(=O)C2CCCN(c3nc4ccccc4o3)C2)cc1 (stereo not given)	i	i	i	i	i	i	i	i	i	i	i
O=C(CSc1nccc(=O)[nH]1)NCc1ccco1	i	i	i	i	i	i	i	i	i	i	i
COc1ccc2nc(NC(=O)c3ccc(NC(=O)C4CCCO4)cc3)sc2c1 (stereo not given)	i	i	i	i	i	i	i	i	i	i	i
CCn1c(=N)n(CC(=O)C23CC4CC(CC(C4)C2)C3)c2ccccc21	i	i	i	i	i	i	i	i	i	i	i
CC(NS(=O)(=O)c1ccc(Cl)cc1)C(=O)NCc1ccco1 (stereo not given)	i	i	i	i	i	i	i	i	i	i	i
Nc1ccccc1SC1CC(=O)N(c2ccc(Cl)c(Cl)c2)C1=O (stereo not given)	i	i	i	i	i	i	i	i	i	i	i
COc1ccc(-c2[nH]ncc2/C=C(/C#N)C(=O)NC2CCCCC2)cc1	i	i	i	i	i	i	i	i	i	i	i
C=CCNC(=S)NNC(=O)c1cccn(Cc2ccc(Cl)c(Cl)c2)c1=O	i	i	i	i	i	i	i	i	i	i	i
CCc1nc(SCC(=O)Nc2ccccc2OC)c2c(C)c(C)sc2n1	i	i	i	i	i	i	i	i	i	i	i
CC12CC(NC(=O)N1c1cccc(C(=O)Nc3ncn[nH]3)c1)c1ccccc1O2 (stereo not given)	i	i	i	i	i	i	i	i	i	i	i
N#CC(Cc1cccc(CC(C#N)(c2ccccc2)c2ccccc2)c1)(c1ccccc1)c1ccccc1	i	i	i	i	i	i	i	i	i	i	i
Cc1sc(NC(=O)CSc2nc(N)cc(N)n2)c(C#N)c1C	i	i	i	i	i	i	i	i	i	i	i
Cc1nccc(-c2cccc(NC(=O)c3ccccc3Cl)c2)n1	i	i	i	i	i	i	i	i	i	i	i
O=C(COC(=O)c1ccccc1Cc1ccccc1)NC1CCS(=O)(=O)C1 (stereo not given)	i	i	i	i	i	i	i	i	i	i	i
CCOC(=O)N1CCN(S(=O)(=O)c2cc(Br)cnc2N)CC1	i	i	i	i	i	-7.2*	i	i	i	i	i

Next section:
SMILES	TRPC6 act	RGS4 block	ANO1 block	TRPC4 inh	MrgX1 antag	TRPC6 inhibitor	TRPC4 potent	TRPC4 act	MrgX1 agonist	MrgX1 PAM	ANO1 activ
Cc1ccc(C2(C)NC(=O)N(CC(=O)NCc3cccc(Cl)c3)C2=O)cc1 (stereo not given)	i	i	i	i	i	i	i	i	i	i	i
COc1ccc(OC)c(S(=O)(=O)N/N=C\c2c[nH]c3ccccc23)c1	i	i	i	i	i	i	i	i	i	i	i
COc1ccc(/C(C)=N/NC(=O)CNC(=O)/C=C\c2ccccc2OC)c(OC)c1	i	i	i	i	i	i	i	i	i	i	i
CCN(CC)S(=O)(=O)c1cc(C(=O)Nc2cc(C)[nH]n2)ccc1Cl	i	i	i	i	i	i	i	i	i	i	.
O=C(c1ccc(Cl)cc1Cl)N1CCN(c2ccccn2)CC1	i	i	i	i	i	i	i	i	i	i	i
CC(C[N+](C)(C)C)OC(=O)C1(c2ccccc2)CCCC1 (stereo not given)	i	i	i	i	i	i	i	i	i	i	i
CN1CCN(NC(=S)Nc2ccc(OC(F)F)cc2)CC1	i	i	i	i	i	i	i	i	i	i	i
O=C(Nc1ccc(NC(=O)c2ccc(Cl)c(S(=O)(=O)N3CCOCC3)c2)cc1)c1ccccc1	i	i	i	i	i	i	i	i	i	i	i
CCC(=O)Nc1ccc(S(=O)(=O)Nc2cccc(C)c2)cc1OC	i	i	i	i	i	i	i	i	i	i	i
NC(=O)NC(Cc1ccccc1)C(=O)O (stereo not given)	i	i	i	i	i	i	i	i	i	i	i
CCn1c(SCC(=O)N=Nc2c(O)[nH]c3ccccc23)nnc1-c1ccc(C(C)(C)C)cc1	i	i	i	i	i	i	i	i	i	i	.
O=C(Oc1oc(-c2ccco2)nc1C=Nc1ccccc1)c1ccoc1	i	i	i	i	i	i	i	i	i	i	i
CCOC(=O)/C=C1\SCC(=O)N1Cc1nnc(-c2ccccc2Br)o1	i	i	i	i	i	i	i	i	i	i	i
CN1C(=O)/C(=C/c2cc3c(cc2Br)OCO3)NC1=S	i	i	i	i	i	i	i	i	i	i	i
COc1ccc(OC)c(S(=O)(=O)NCc2cc(-c3ccccc3)no2)c1	i	i	i	i	i	i	i	i	i	i	i
COc1cc2nc(SCc3c(C)noc3C)n(CCC3=CCCCC3)c(=O)c2cc1OC	i	i	i	i	i	i	i	i	i	i	i
O=S(=O)(Nc1ncnc2sc3c(c12)CCC3)c1cc(F)ccc1F	i	i	i	i	i	i	i	i	i	i	i
O=C(COc1ccc([N+](=O)[O-])cc1)Nc1ccccc1N1CCCC1	i	i	i	i	i	i	i	i	i	i	i
Cc1cc(C(F)(F)F)nc(SCC(=O)c2cccc([N+](=O)[O-])c2)n1	i	i	i	i	i	i	i	i	i	i	i
Cc1ccc(C)c(OCCCNCc2ccccc2)c1	i	i	i	i	i	i	i	i	i	i	i
COc1cccc(NC(=O)CCCN2C(=O)C3CC=CCC3C2=O)c1 (stereo not given)	i	i	i	i	i	i	i	i	i	i	i
CC(Cc1cnccn1)NC(=O)c1cc(COc2ccc(F)cc2F)on1 (stereo not given)	i	i	i	i	i	i	i	i	i	i	i
O=C(Nc1cc(=O)[nH]c(=O)[nH]1)c1cccc(C(F)(F)F)c1	i	i	i	i	i	i	i	i	i	i	i
O=c1ccc(-c2ccc(S(=O)(=O)Nc3cccc([N+](=O)[O-])c3)s2)n[nH]1	i	i	i	i	i	i	i	i	i	i	i
CCOC(=O)CNC(=O)CSc1ncnc2c1cnn2-c1ccc(OC)cc1	i	i	i	i	i	i	i	i	i	i	i

2 compounds from above, limited to TRPC4 act.
smiles | TRPC4 act
COc1cccc(NC(=O)CCCN2C(=O)C3CC=CCC3C2=O)c1 (stereo not given) | i
CC(Cc1cnccn1)NC(=O)c1cc(COc2ccc(F)cc2F)on1 (stereo not given) | i

Further compounds:
SMILES	TRPC6 act	RGS4 block	ANO1 block	TRPC4 inh	MrgX1 antag	TRPC6 inhibitor	TRPC4 potent	TRPC4 act	MrgX1 agonist	MrgX1 PAM	ANO1 activ
COC(=O)c1c(NC(=O)CN2CCOCC2)sc2c1CCC(C)C2 (stereo not given)	i	i	i	i	i	i	i	i	i	i	i
Cc1ccccc1Nc1nc(N)nc(CSc2ccccc2)n1	i	i	i	i	i	i	i	i	i	i	i
O=C(O)c1cccc2c1/C(=N/Nc1ccc([N+](=O)[O-])cc1[N+](=O)[O-])c1ccccc1-2	i	i	i	i	i	i	i	i	i	i	i
Cc1ccc(NC(=O)C2CCN(C(=O)c3ccco3)CC2)cc1	i	i	i	i	i	i	i	i	i	i	i
COc1ccc(Cn2c(SCc3ccc(C)cc3)nc3cc(OC)c(OC)cc3c2=N)cc1Cl	i	i	i	i	i	i	i	i	i	i	i
O=S(=O)(Nc1ccc2oc(-c3ccccc3)nc2c1)c1ccccc1	i	i	i	i	i	i	i	i	i	i	i
COc1cccc(/C=N/NC(=O)c2ccccc2)c1OS(=O)(=O)c1ccccc1	i	i	i	i	i	i	i	i	i	i	i
Cn1nnc2cc(NC(=O)Nc3cccc(Cl)c3)ccc21	i	i	i	i	i	i	i	i	i	i	i
Cc1ccc(C(=O)Nc2ccn(Cc3ccc(F)cc3)n2)o1	i	i	i	i	i	i	i	i	i	i	i
CCC(=O)Nc1ccc(Cl)c(NC(=O)c2ccc([N+](=O)[O-])cc2)c1	i	i	i	i	i	i	i	i	i	i	i
Brc1ccc(N=C/C=C/C=C/Nc2ccc(Br)cc2)cc1	.	.	i	.	i	.	.	.	i	i	i
Cc1ccccc1C(=O)N1CCN(c2ccc(NC(=O)c3ccc([N+](=O)[O-])o3)cc2)CC1	i	i	i	i	i	i	i	i	i	i	i
Cc1cccc2c(N=Nc3ccccc3)c(O)[nH]c12	i	i	i	i	i	i	i	i	i	i	i
COCCNC(=O)c1cc(-c2ccc(OC)c(OC)c2)on1	i	i	i	i	i	i	i	i	i	i	i
COc1cccc(N2CCN(C(=O)CCNS(=O)(=O)c3ccc4c(c3)c(=O)n(C)c(=O)n4C)CC2)c1	i	i	i	i	i	i	i	i	i	i	i
CCOc1cc2c3c(c1)C1(Nc4ccccc4S1)C(=O)N3C(C)(C)CC2C (stereo not given)	i	i	i	i	i	i	i	i	i	i	i
CC1(CCC(=O)N2CCCC(N3CCN(c4ccc(F)cc4)CC3)C2)CC1 (stereo not given)	i	i	i	i	i	i	i	i	i	i	i
O=C1c2ccccc2C(=O)N1C/C=C/c1ccccc1	i	i	i	i	i	i	i	i	i	i	i

Source: PubChem (Johns Hopkins Ion Channel Center)
